Screening data: PubChem, The Scripps Research Institute Molecular Screening Center
sPLA2-III inh – Blocks human group III sPLA2 activity; Q9NZ20; QFRET BODIPY PC-A2 liposome hydrolysis, fluorescence; inhibition, % at 12.2 µM; hit rate 0.56% among 370,000; AID 743126;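 active means inhibition above mean plus 3 SD of compounds lying within the high and low control bounds, cut at about 19% in these data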;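 further: 0% = median of test compound wells and 100% = no enzyme DMSO wells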
ADAM10 inh – inhibitors of human ADAM10 | hit rate 0.62% among 370,000 | recombinant ADAM10, EDANS/DABCYL FRET peptide cleavage, 3 h | O14672 | AID 720582 | inhibition, % at 7 µM;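 active means inhibition above a per-campaign cutoff equal to the mean of compounds falling between control-based bounds plus 3 SD, cut at about 20% in these data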;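 further: 0% = DMSO wells while the 100% control is not disclosed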
ADAM17 inh – ADAM17 inhibition, QFRET primary screen | hit rate 0.83% among 370,000 | inhibition, % at 6.95 µM | recombinant ADAM17, EDANS/DABCYL FRET peptide cleavage;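 active means inhibition above the mean of compounds lying between control limits plus 3 SD, set per campaign, cut at about 8.5% in these data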;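 further: 0% = DMSO-only wells as the low control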
Target sequence (P78536 215-824 limits assumed): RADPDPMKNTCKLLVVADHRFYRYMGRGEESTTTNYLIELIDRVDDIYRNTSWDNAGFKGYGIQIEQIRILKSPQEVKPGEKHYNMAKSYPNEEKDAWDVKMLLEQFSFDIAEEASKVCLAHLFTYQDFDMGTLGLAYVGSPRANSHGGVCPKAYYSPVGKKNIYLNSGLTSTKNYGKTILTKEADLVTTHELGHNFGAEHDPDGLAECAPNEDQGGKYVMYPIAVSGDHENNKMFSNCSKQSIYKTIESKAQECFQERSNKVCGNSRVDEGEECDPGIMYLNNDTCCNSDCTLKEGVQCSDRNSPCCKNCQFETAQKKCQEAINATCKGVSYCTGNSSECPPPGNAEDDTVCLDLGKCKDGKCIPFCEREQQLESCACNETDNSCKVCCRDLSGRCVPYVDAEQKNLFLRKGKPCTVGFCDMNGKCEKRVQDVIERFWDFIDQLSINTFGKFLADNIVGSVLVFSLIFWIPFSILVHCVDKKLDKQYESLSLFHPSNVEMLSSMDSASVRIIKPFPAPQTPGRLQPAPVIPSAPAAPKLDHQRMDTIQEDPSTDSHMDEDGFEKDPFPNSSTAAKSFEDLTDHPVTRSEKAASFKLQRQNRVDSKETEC
DAX1 inh-1 – NR0B1 (DAX1) inhibition; P51843; HEK293 Gal4-DAX1 luciferase reporter, luminescence; inhibition, % at 6.75 µM; hit rate 0.99% among 340,000; AID 504766;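 active means inhibition above the mean over all tested compounds plus 3 SD, cut at about 4.2% in these data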;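 further: 0% = DAX1-transfected cells with DMSO and 100% = empty-vector control cells with DMSO; inhibition shows as a rise in luminescence from relieved DAX1 repression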
Target sequence (P51843 207-470 limits assumed): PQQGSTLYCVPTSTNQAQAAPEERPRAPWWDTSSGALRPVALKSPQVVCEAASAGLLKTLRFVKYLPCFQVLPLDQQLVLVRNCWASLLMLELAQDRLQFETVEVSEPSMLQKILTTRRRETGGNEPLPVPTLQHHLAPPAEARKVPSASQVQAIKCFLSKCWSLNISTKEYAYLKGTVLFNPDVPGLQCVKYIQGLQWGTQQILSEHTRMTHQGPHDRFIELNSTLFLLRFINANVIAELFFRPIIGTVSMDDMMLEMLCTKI
hgDAF-12 ag – hgDAF-12 agonism, primary luciferase screen; AID 687014; activation, % at 6.8 µM; hit rate 1.8% among 370,000; HEK293 GAL4-hgDAF12 UAS-luciferase reporter, agonist luminescence; normalized to butyrate control;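 active means activation above a cutoff set at the mean of all screened compounds plus 3 SD, cut at about 10% in these data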;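 further: 0% = DMSO wells and 100% = sodium butyrate wells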
FXN GAA850 act – frataxin GAA850 promoter activation; HEK293 lucGAA850 FXN promoter luciferase reporter, 24 h; percent of 10 µM SAHA response; activation, % at 6 µM; hit rate 0.56% among 360,000; AID 540364;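 active means activation above the average of all compounds screened plus 3 SD, cutoff fixed separately per campaign, cut at about 7.5% in these data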;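 further: 0% = DMSO wells and 100% = 10 µM SAHA wells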
DAX1 inh-2 – DAX1 (NR0B1) inhibition, primary screen | HEK293T StAR-luciferase reporter, SF-1/DAX-1 repression relief | inhibition, % at 6.8 µM | hit rate 1.1% among 370,000 | AID 652010;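 active means inhibition above the mean over all tested compounds plus 3 SD, cut at about 3.6% in these data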;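 further: 0% = DAX-1 cells with DMSO and 100% = cells lacking DAX-1 with DMSO; higher inhibition means more luminescence from relief of DAX-1 repression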
hcDAF-12 act – activators of H. contortus DAF-12 nuclear receptor | hit rate 1.4% among 370,000 | activation, % at 6.8 µM | AID 652067 | HEK293 hcDAF-12 lit1-tk-luc reporter, luminescence; 0% DMSO, 100% Δ7-dafachronic acid;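 active means activation above the mean of all tested compounds plus 3 SD, cut at about 5.5% in these data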;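 further: 100% = response to 3 µM Δ7-dafachronic acid high control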
PLC-beta3 inh – blocks human PLC-beta3 enzyme activity; hit rate 0.18% among 370,000; Purified PLC-beta3, fluorogenic substrate, fluorescence; Q01970; inhibition, % at 12.2 µM; in the data active means inhibition above about 11%;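 further: 0% = median of compound wells on plate and 100% = full blocker control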
PLC-gamma1 inh – PLC-gamma1 (human) inhibition, primary screen; P19174; purified PLC-gamma1, fluorogenic substrate, fluorescence; inhibition, % at 12.2 µM; hit rate 0.84% among 370,000; AID 720700; in the data active means inhibition above about 9.5%
ssDAF12 agonist – activators of S. stercoralis DAF-12 nuclear receptor | activation, % at 6.8 µM | hit rate 1% among 370,000 | AID 652126 | HEK293 ssDAF-12/GRIP1 lit1-tk-luc reporter, luminescence; % of 3 µM dafachronic acid response;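 active means activation above the mean over all tested compounds plus 3 SD, cut at about 0.9% in these data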;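 further: 0% = DMSO-only wells and 100% = 3 µM delta7-dafachronic acid wells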
Numbers without * were called inactive; nt = no result given.

SMILES | sPLA2-III inh | ADAM10 inh | ADAM17 inh | DAX1 inh-1 | hgDAF-12 ag | FXN GAA850 act | DAX1 inh-2 | hcDAF-12 act | PLC-beta3 inh | PLC-gamma1 inh | ssDAF12 agonist
O=C(Nc1ccc(Cl)c(Cl)c1)Nc1nc(-c2ccccc2)cs1 | -5.9 | 1.8 | -0.5 | 1.8 | 1.2 | -3.1 | 0.5 | -0.1 | 2.9 | 0.6 | -1.1
Cc1nc2ncnn2c(N2CCN(C(=O)c3cccc(F)c3)CC2)c1Cc1ccccc1 | -2.3 | -2.5 | -1.1 | 1.4 | -1.0 | -4.0 | -0.1 | -1.8 | 1.5 | -0.2 | -0.6
COc1ccc2oc(=Nc3ccc(C(=O)O)cc3)c(C(=O)NCc3ccco3)cc2c1 | 0.2 | -80.1 | -29.1 | 4.1 | 0.4 | 1.8 | -0.8 | -1.6 | -145.4 | -96.1 | -1.4
CCC(CC)NC(=O)Nc1cccc(C)c1C | -2.9 | 7.2 | -2.0 | 0.5 | -1.9 | 1.3 | 0.0 | -0.1 | 1.4 | 0.9 | -1.1
Cc1cccc(NC(=O)NN(C(=O)c2ccccc2Cl)C(C)(C)C)c1 | -5.1 | 0.2 | 0.8 | nt | 13.4* | nt | -0.7 | -0.8 | -2.6 | -2.7 | -1.2
O=C(NCCc1ccccc1F)C1CC(O)CN1C(=O)Nc1ccccc1 (configuration not stated) | 7.1 | -1.1 | 0.5 | 2.6 | 0.0 | -0.4 | -0.4 | -0.6 | -2.5 | 4.8 | -1.4
O=C1c2ccccc2C(=O)N1CCCCN(C(=O)c1ccc(Cl)s1)c1ccc(Cl)cc1 | 15.7 | -10.1 | -5.0 | -0.7 | 0.5 | 0.4 | 0.0 | -3.0 | -4.9 | 1.2 | -1.0
Cc1noc(C)c1NC(=O)N(C)C[C@H]1Oc2c(NC(=O)Nc3ccc4c(c3)OCO4)cccc2C(=O)N([C@H](C)CO)C[C@@H]1C | 2.0 | -0.2 | -1.8 | 0.7 | 0.4 | 0.8 | -0.5 | 2.0 | -5.3 | -2.9 | -1.3
CC(O)CNCCOc1ccccc1-c1ccccc1 (configuration not stated) | -0.3 | 2.8 | -1.1 | 0.9 | 3.6 | -1.0 | -0.6 | 2.2 | -0.7 | 0.5 | -0.8
COc1ccccc1N1CCN(C2CCCN(C(=O)CCc3cnn(C)c3)C2)CC1 (configuration not stated) | 7.5 | 5.8 | -1.7 | 0.1 | -0.6 | 1.7 | 0.6 | -0.4 | -1.0 | 1.6 | -0.1
COc1ccccc1N1CCN(CC(=O)N2CCCC2)CC1 | 4.5 | 3.5 | -3.1 | -1.1 | 0.8 | -0.3 | 0.8 | 1.0 | -2.0 | -0.8 | -1.4
NS(=O)(=O)c1ccc(NNC(=O)c2ccccc2)cc1 | -6.9 | -0.7 | -0.5 | nt | 1.9 | 0.5 | -0.6 | -1.1 | -2.7 | 2.3 | -0.5
COc1ccc(Nc2nc(NCc3ccco3)nc(N3CCOCC3)n2)cc1 | -11.1 | -0.7 | -3.5 | -1.7 | -0.3 | 3.6 | -0.6 | -2.6 | -3.0 | 2.8 | -1.6
CCCn1c(N)c(N(CCOC)C(=O)COC(=O)CSc2cc(C)c3ccccc3n2)c(=O)[nH]c1=O | -4.2 | -0.9 | 0.7 | 0.9 | 0.3 | 0.5 | 0.7 | 0.2 | -2.4 | -0.9 | -0.3
Cc1ccc(C2=NN(CCC#N)C(=O)CO2)cc1 | -0.2 | -6.0 | -1.6 | -1.6 | -2.6 | 0.8 | -0.1 | -1.2 | -3.0 | -0.1 | -0.6
O=S1(=O)CCN(Cc2ccccc2)CC1 | -0.1 | -2.5 | -0.8 | -0.6 | -0.9 | 0.4 | -0.3 | -0.3 | 1.4 | -0.9 | -1.6
CCCCN(C(=O)c1cc2ccccc2o1)c1c(N)n(CC(C)C)c(=O)[nH]c1=O | -2.0 | 3.3 | -1.6 | -1.5 | -2.5 | -3.4 | 0.8 | 1.3 | 3.1 | 1.4 | -0.5
OC[C@@H]1CN(Cc2ccc(-c3ccccc3)cc2)C[C@H](n2cnc3c(NC4CCC4)ncnc32)O1 | -21.1 | 12.4 | 4.0 | nt | -6.2 | -5.1 | -5.7 | -4.5 | -1.4 | -2.1 | -2.4
CN(C)C(=O)CCc1ccc2c3c([nH]c2c1)[C@]1(CCc2ccccc2)[C@@H](C(=O)N2CCCCC2)C[C@H](CC(=O)NCc2cccc(C(F)(F)F)c2)C(=O)N1CC3 | 5.3 | -16.4 | -1.6 | 0.1 | -0.6 | 1.9 | 0.2 | 1.1 | 5.2 | -2.5 | -1.4
CCOC(=O)CSc1nc2c(c(=O)[nH]c(=O)n2C)n1Cc1ccccc1 | 0.3 | -0.9 | -2.8 | -1.1 | -1.4 | 0.0 | 0.1 | 1.6 | -5.5 | 0.1 | -1.1
O=C(NN=C1CCCC1)c1ccccc1[N+](=O)[O-] | -2.2 | -5.0 | -3.1 | 1.6 | -2.1 | 1.1 | -0.1 | 0.4 | -2.2 | 0.2 | -1.1
Cc1ccc(S(=O)(=O)N2CCCCC2)cc1NC(=O)CNc1ccccc1N1CCCC1=O | -6.2 | -5.6 | -1.7 | 0.7 | 1.2 | -1.4 | -0.8 | -1.8 | -0.4 | -0.8 | -1.5
O=C(Cn1c(=O)sc2ccccc21)Nc1nc2c(s1)CCCC2 | -2.8 | 0.7 | 0.9 | -1.6 | -3.2 | -0.1 | 0.2 | -1.6 | -4.3 | -3.1 | -1.1
O=C(NC(=O)N1CCN(c2ccc([N+](=O)[O-])cn2)CC1)c1ccccc1F | 2.9 | -4.1 | 0.0 | nt | 1.7 | 0.7 | -0.3 | 2.2 | -2.2 | 2.8 | -0.9
CCN(CC)S(=O)(=O)c1ccc(N2CCOCC2)c(NS(=O)(=O)c2ccc(C)c(C)c2)c1 | -11.0 | 5.0 | 0.0 | 0.4 | -2.9 | 2.0 | -0.4 | -2.3 | 1.3 | -0.6 | -1.1
COc1ccc(-c2ccc(CN3C(C(C)C)C(=O)N(Cc4cn(Cc5ccco5)nn4)CCS3(=O)=O)cc2)cn1 (configuration not stated) | -32.7 | 3.0 | -0.3 | -0.2 | -2.3 | 0.7 | 0.1 | -1.4 | -3.6 | -1.8 | -0.7
O=C(NCCCN1CCCC1=O)c1ccc([N+](=O)[O-])s1 | 8.9 | 11.0 | 7.7 | -0.3 | -2.3 | 1.5 | -3.2 | -1.6 | -1.0 | 8.2 | -0.7
C=CCN1C(=O)C(C)(C)N(C(C)=O)c2ccccc21 | 2.1 | 2.1 | -1.5 | 0.0 | -0.7 | 0.5 | 0.3 | 0.9 | -0.4 | 1.7 | -1.3
Cc1cc(C)c(S(=O)(=O)c2ccc(C(C)(C)C)cc2)c(Cl)n1 | -2.6 | 0.1 | -0.7 | -0.7 | 1.4 | 2.8 | -0.2 | -2.1 | -4.8 | 2.6 | -1.2
O=C(CN1CCCC1)Nc1ccc(F)cc1 | 2.5 | 7.1 | 2.0 | -1.1 | 0.4 | 1.7 | 0.5 | -0.2 | 1.5 | 4.7 | -0.1
Cc1cc(C)cc(NC(=O)CN2C(=O)C3CC=CCC3C2=O)c1 (configuration not stated) | -2.9 | 6.5 | 5.3 | -0.2 | 0.9 | 1.6 | 2.1 | -0.1 | 4.3 | 6.5 | -0.3
O=C(O)c1cn(Cc2ccccn2)c(=O)c2ccccc12 | 2.2 | -26.6 | -8.9 | -0.9 | 0.6 | 0.8 | 0.2 | 0.3 | -1.7 | -2.9 | -0.7
Cc1cc(N2CCOCC2)ccc1/C=C1/SC(=O)NC1=O | 4.5 | 1.4 | -2.6 | 1.2 | 15.7* | 2.0 | 1.1 | 5.2 | -120.9 | -91.0 | 0.2
Cc1ccc(NC(=O)COCC(=O)Nc2ccc(F)cc2)cc1 | 6.2 | -11.4 | -2.2 | 3.5 | -2.5 | 0.2 | -0.2 | -1.3 | -7.4 | 0.4 | -1.4
CCCC(C)C(=O)Nc1ccc(S(=O)(=O)Nc2nccs2)cc1 (configuration not stated) | -5.6 | 7.5 | 2.0 | -0.5 | 3.5 | 3.2 | 0.6 | -1.2 | 4.9 | 2.7 | -1.6
Cc1cccc(NC(=S)N(CCN(C)C)C(C)c2ccco2)c1 (configuration not stated) | 0.8 | -0.6 | 3.7 | 0.3 | -0.9 | 0.2 | 0.8 | -0.4 | 1.5 | -0.2 | -0.6
O=C1[C@H]2[C@@H](C3CC3)N3C(=O)CN(Cc4ccccn4)C(=O)[C@@]3(Cc3ccccc3)[C@H]2C(=O)N1c1ccccc1 | 4.8 | 9.4 | 1.6 | 1.3 | -0.7 | 1.7 | -0.1 | -0.9 | -0.4 | 0.7 | -1.2
O=C(NCC1CCCCC1)c1cccc(Br)c1 | -4.2 | -0.1 | -4.0 | 0.0 | 0.8 | 0.8 | 0.0 | 1.1 | -6.8 | -3.5 | -0.1
CCOC(=O)C1C(C(=O)OCC)C(C)(C)C1N(C)C (configuration not stated) | 3.4 | -10.0 | -0.5 | 1.0 | 2.0 | -0.3 | 0.9 | 1.9 | 1.1 | 1.4 | -0.8
CCOc1ccc([C@@H]2CC=C(C(=O)O)[C@H](c3cccc(Cl)c3)N2S(=O)(=O)c2ccc(C)cc2)cc1 | -15.6 | 2.7 | -0.6 | 2.2 | -2.1 | -0.5 | -0.3 | -0.8 | 0.9 | 2.2 | -1.0
Cc1nn(-c2cccc(C(=O)O)c2)c(C)c1Oc1ccccc1O | -3.0 | -5.2 | -2.4 | 1.6 | -1.6 | -0.9 | -0.4 | -0.6 | -1.8 | 1.0 | -0.9
Cc1ccc(-c2cc(C(=O)NC3=NCCS3)c3ccccc3n2)cc1C | -2.9 | -55.5 | -15.2 | 0.1 | 11.0* | 3.7 | 0.6 | 4.5 | -42.6 | -41.0 | -0.1
COc1cccc(C(=O)Nc2cc(C)on2)c1OC | 4.7 | 8.5 | 2.5 | 0.1 | 6.7 | 5.1 | 1.1 | 0.8 | -3.6 | 1.8 | -0.7
S=c1[nH]nc(-c2ccco2)n1/N=C/c1ccccc1Cl | 18.4 | -3.7 | -2.6 | 0.4 | -0.4 | 1.2 | 0.3 | -0.4 | -1.9 | -0.5 | -1.1
COc1cc2nc(CN(C)Cc3ccc(F)cc3)[nH]c(=O)c2cc1OC | 10.6 | -14.7 | 1.6 | 2.9 | -1.4 | -2.3 | -0.8 | 4.7 | -5.8 | 0.1 | -0.3
Cc1cc(C(=O)COC(=O)C2=COCCO2)c(C)n1-c1ccc2c(c1)OCO2 | -1.9 | -6.2 | 2.7 | -1.2 | 5.1 | 2.2 | -0.7 | 0.7 | -4.8 | -1.2 | -0.7
CC(C)OCCCNc1nc2c(c(=O)n(Cc3ccccc3F)c(=O)n2C)n1C | 3.0 | -0.3 | 1.1 | -0.3 | 1.9 | -1.3 | -0.7 | -1.3 | 1.9 | 1.8 | -1.6
